From PubChem BioAssay
D2 antagonist – HTS Assay for Allosteric Antagonists of the Human D2 Dopamine Receptor: Primary Screen for Antagonists | inhibition, % at 10 µM | AID 485344, 2010 | D(2) dopamine receptor (Homo sapiens), P14416 | hit rate 2% among 340,000 | HEK293 TREx D2 cells, calcium flux, dopamine EC80; in the data active means inhibition above about 30%; further: 0% is about no effect
Target sequence (P14416 whole entry, looked up): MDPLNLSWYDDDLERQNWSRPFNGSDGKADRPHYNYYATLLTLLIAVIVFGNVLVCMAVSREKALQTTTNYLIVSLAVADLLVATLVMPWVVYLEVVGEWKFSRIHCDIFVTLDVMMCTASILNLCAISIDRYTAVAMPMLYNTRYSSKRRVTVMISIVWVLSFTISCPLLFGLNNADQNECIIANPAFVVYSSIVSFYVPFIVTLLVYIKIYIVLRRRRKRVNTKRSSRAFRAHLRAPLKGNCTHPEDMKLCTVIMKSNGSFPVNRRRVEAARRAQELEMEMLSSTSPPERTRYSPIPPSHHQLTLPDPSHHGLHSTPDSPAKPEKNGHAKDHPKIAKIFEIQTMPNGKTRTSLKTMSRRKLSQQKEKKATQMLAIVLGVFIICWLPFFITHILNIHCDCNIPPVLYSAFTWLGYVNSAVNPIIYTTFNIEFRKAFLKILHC
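Overnight-induced (tetracycline, 30 C) HEK293 T-REx cells carrying force-coupled D2 receive a no-wash calcium dye, then compound, then EC80 dopamine at 180 s; signals are read kinetically throughout.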
USP1-UAF1 inh – Inhibitors of USP1/UAF1: Primary Screen; Ubiquitin carboxyl-terminal hydrolase 1 (Homo sapiens), O94782; recombinant USP1/UAF1, Ub-Rhodamine cleavage fluorescence; Potency, µM (titrated, usually from 57.1 µM), without a hit: at the top dose activity change, negative = inhibition, usual class: inhibitors; hit rate 0.23% among 390,000; AID 743255, 2014; further: potency means the concentration at half of the fitted maximal effect; on the % scale 0 is the no-effect control and ±100 the full control effect; nearly all actives have a fitted effect of over 60% in size; inactives centre near -12
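USP1/UAF1 complex at 1 nM was preincubated with compound for 15 min at room temperature, then Ub-Rho substrate (150nM final) was added. Fluorescence (480/540 nm) was read kinetically, 6 reads every 60 seconds.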
TRHR PAM – qHTS for Small Molecule Agonists and Allosteric Enhancers of Human TRH Receptor: Primary Screen for Enhancers. Thyrotropin-releasing hormone receptor (Homo sapiens), P34981. TRHR cells, fluo-8 calcium fluorescence, EC20 TRH enhancement. enhancement, % at 2 µM. hit rate 0.66% among 360,000. AID 493056, 2011; in the data active means enhancement above about 30%; further: 0% is about no effect
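TRHR-expressing cells loaded with fluo-8 calcium dye were read kinetically (ex 480/em 530) during compound addition, then stimulated with an EC20 of TRH (10 nM final). Enhancement of the Gq-mediated intracellular calcium response was scored.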
D2 agonist – HTS Assay for Allosteric Agonists of the Human D2 Dopamine Receptor: Primary Screen for Agonists | D(2) dopamine receptor (Homo sapiens), P14416 | HEK293 T-REx D2 cells, calcium flux agonist mode | activation, % at 2 µM | hit rate 0.53% among 340,000 | AID 485358, 2010;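 active means activation over 3 SD above normal in the single-dose calcium agonist read, cut at about 30% in these data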; further: 0% is about no effect
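Calcium-flux readout, 1 cycle/sec over 180 s following compound pin transfer, in inducible HEK293 Trex D2 cells (force-coupled); dopamine controls included. Positive calcium responses during this window marked compounds as potential agonists.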
TrxR1 inh – qHTS Assay for Inhibitors of Mammalian Selenoprotein Thioredoxin Reductase 1 (TrxR1): qHTS | Thioredoxin reductase 1, cytoplasmic (Rattus norvegicus), O89049 | recombinant rTrxR1, NADPH fluorescence consumption, selenite substrate | Potency, µM (highest dose often 114 µM), for inactives: top-dose activity change, negative = inhibition, hits mostly inhibitors | hit rate 1% among 390,000 | AID 588453, 2011; further: potency means the concentration at half of the fitted maximal effect; on the % scale 0 is the no-effect control and ±100 the full control effect; nearly all actives have a fitted effect of over 65% in size
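Rat TrxR1 (90 nM in the dispensed reagent) was pre-reduced with 400 uM NADPH for 5 min at room temperature, then incubated with compound for 15 min. After 400 uM selenite was added, NADPH fluorescence (Ex 340/Em 450 nm) was followed for 8 min.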
PI4K2A inh – qHTS for small molecular inhibitors of PI4K2A. activity change, negative = inhibition, % at 76.9 µM. purified PI4K2A, ADP-Glo luminescence, 1 h; hits give low values. hit rate 0.13% among 420,000. Phosphatidylinositol 4-kinase type 2-alpha (Homo sapiens), Q9BTU6; in the data active means activity change below about -50%; inconclusive means mostly about -30% to -49%;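 further: -100% = wells without enzyme as full effect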
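Compounds are screened against recombinant PI4K2A using PI as substrate and ATP, the latter dispensed at 300 microM. Reactions run one hour at ambient temperature before ADP-Glo detection; full inhibition defined by wells lacking enzyme.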
TRHR ag – qHTS for Small Molecule Agonists and Allosteric Enhancers of Human TRH Receptor: Primary Screen for Agonists; Thyrotropin-releasing hormone receptor (Homo sapiens), P34981; TRHR cells, calcium flux fluo-8, FDSS agonist mode; activation, % at 2 µM; hit rate 0.18% among 360,000; in the data active means activation above about 30%; further: 0% is about no effect
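TRHR-expressing cells, plated overnight in medium with 10% serum, were loaded with fluo-8 calcium dye at room temperature. After a 10 s baseline, library compound was pin-added and calcium release was recorded kinetically (ex 480/em 530) as agonist response.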
TrxR1 substrate – qHTS Assay for Substrates of Mammalian Selenoprotein Thioredoxin Reductase 1 (TrxR1): qHTS | AID 588456, 2011 | hit rate 0.01% among 390,000 | purified TrxR1 substrate turnover, NADPH consumption readout | Potency, µM (doses to about 114 µM), for inactives: top-dose activity change, negative = substrate turnover | Thioredoxin reductase 1, cytoplasmic (Rattus norvegicus), O89049; further: potency means the concentration at half of the fitted maximal effect; on the % scale 0 is the no-effect control and ±100 the full control effect; nearly all actives have a fitted effect of over 50% in size
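Rat TrxR1, dispensed at 90 nM, was prereduced with 400 uM NADPH (final) for 5 min at ~22 deg C, then incubated with compound 15 min before 400 uM selenite. A first-read NADPH fluorescence drop versus no-compound background flagged substrates.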
mIDH1 inhibitor – qHTS for Inhibitors of mutant isocitrate dehydrogenase 1 (IDH1): qHTS. Isocitrate dehydrogenase [NADP] cytoplasmic (Homo sapiens), O75874. IDH1-R132H enzyme, NADPH consumption, diaphorase/resazurin fluorescence. Potency, µM (titrated, usually from 76.6 µM), for the others: top-dose activity change, negative = inhibition, actives largely listed as inhibitors. hit rate 0.093% among 390,000. AID 602179, 2012; further: potency means the concentration at half of the fitted maximal effect; on the % scale 0 is the no-effect control and ±100 the full control effect; nearly all actives have a fitted effect of over 65% in size
Target sequence (O75874 whole entry R132H, stated change not applied): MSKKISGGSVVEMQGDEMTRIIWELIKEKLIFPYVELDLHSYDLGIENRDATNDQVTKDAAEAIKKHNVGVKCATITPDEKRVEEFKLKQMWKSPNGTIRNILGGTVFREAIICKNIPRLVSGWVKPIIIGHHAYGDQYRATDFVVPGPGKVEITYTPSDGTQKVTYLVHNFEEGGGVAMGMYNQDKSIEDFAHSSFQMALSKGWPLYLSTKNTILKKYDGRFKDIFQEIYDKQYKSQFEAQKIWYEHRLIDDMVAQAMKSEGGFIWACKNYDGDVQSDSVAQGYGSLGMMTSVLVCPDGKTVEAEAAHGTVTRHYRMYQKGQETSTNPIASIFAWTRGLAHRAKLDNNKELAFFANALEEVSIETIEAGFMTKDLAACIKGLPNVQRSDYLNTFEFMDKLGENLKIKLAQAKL
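IDH1-R132H (0.5 ug/mL dispensed) in pH 7.5 Tris buffer was preincubated 30 min with compound, then given a substrate mix of 0.016 mM NADPH and 2 mM alpha-KG for 80 min at room temperature; remaining NADPH was read by diaphorase/resazurin fluorescence.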
* hit, by the source's call; u = inconclusive; x = no result given; & = joins results of further samples; [ ] = dose if it differs, or a comment. Unless noted, the call rests on the fitted dose curve; in most records, active means well fitted inhibition curve with a large enough effect; inconclusive means small, poorly fitted or top-dose-only effect; inactive means no such curve, though single readings can be large or run the other way.

SMILES	D2 antagonist	USP1-UAF1 inh	TRHR PAM	D2 agonist	TrxR1 inh	PI4K2A inh	TRHR ag	TrxR1 substrate	mIDH1 inhibitor
Cc1c(C(=O)NCCc2ccccc2)cccc1-n1cnc2cccnc21	x	-23%	1	0.5	9%	3	0.1	-3%	0%
Cc1ccc2oc(C(=O)Nc3ccc(S(=O)(=O)N4CCCCCC4)cc3)cc(=O)c2c1	x	-13%	1	-0.2	25%	-2	0.2	12%	-15%
COc1ccc(NC2CCCN(C(=O)CCc3cn[nH]c3)C2)cc1 (centres undefined)	x	-19%	1	x	9%	6	0.6	2%	-14%
CCOC(=O)N1CCN(C(=O)CSc2nnc(-c3ccc(C(C)(C)C)cc3)o2)CC1	8	u	-4	0.7	1%[57.1 µM]	4	-0.2	-3%[57.1 µM]	-7%
O=C(NCCN1CCOCC1)c1ccc(Cl)c([N+](=O)[O-])c1	7	-15%	-3	0.5	18%	0	-0.2	-2%	0%
CC(=O)c1cc(-c2ccccc2)n(CC(=O)NC2CCCCC2)c1C	-8	-7%&-4%	3&7	1.7&0.0	2%	4&-2	0.0&-0.7	-1%	-15%&-6%
CC(CN1CCCC1)OC(=O)C(c1ccccc1)c1ccccc1 (centres undefined)	10	-11%	-6	0.2	17%	-6	-0.3	0%	-2%
CNS(=O)(=O)c1cc(Nc2ncnc3sccc23)ccc1C	1	-13%	2	0.6	23%	12	0.2	2%	8%
O=C(Nc1ccccn1)c1ccco1	-10	-14%	-8	-0.9	21%	-3	-0.1	5%	-6%
Cc1ccc(OCCSc2nnc(-c3cccs3)n2C)cc1	-24	-28%	7	-0.2	16%	-2	-0.4	6%	8%
COc1ccc(N(CC(=O)Nc2cc(C)ccc2C)S(=O)(=O)c2ccc(OC)c(OC)c2)cc1	x	u	2	-2.9	16%	0	-0.3	3%	17%
Cc1ccc(C)c(S(=O)(=O)Nc2ccc(C(=O)NCCCN3CCCC3=O)cc2)c1	-4	-6%	-2	-0.2	-2%	-1	0.8	-5%	6%
C/C(CCCO)=N/Nc1ccc([N+](=O)[O-])cc1[N+](=O)[O-]	8	-12%	2	1.7	-14%	-4	0.6	-9%	1%
COc1ccc(O)cc1	x	16%	x	x	-5%	-1&-2	x	-4%	-2%
O=C(Nc1cc(C(F)(F)F)cc(C(F)(F)F)c1)c1ccc(Cn2cc(C(F)(F)F)ccc2=O)cc1	x	-27%	x	x	15%[57.1 µM]	2	x	-1%[57.1 µM]	-6%
COc1ccc(CCNC(=O)c2sc3nc4n(c(=O)c3c2C)CCCC4)cc1OC	x	-7%	3	1.4	u	-12	5.8	12%[11.4 µM]	9%
CC(C)(C)C1CCC(OC(=O)CN2CCOCC2)CC1 (centres undefined)	5	-19%	2	-0.3	-13%	6	0.7	-5%	14%
CCOc1ccc(CN(C)CC(=O)Nc2ccc(N3CCOCC3)cc2)cc1OC	4	-18%	-19	0.8	-1%	-1	0.6	-7%	-1%
COc1ccc(S(=O)(=O)NCc2cccnc2)c2ccccc12	-4	-7%	6	-2.7	14%	2	-1.2	7%	-5%
CCCCCOC(=O)NC1CCS(=O)(=O)C1 (centres undefined)	x	-13%	3	x	25%	-2	-0.3	5%	7%
COc1ccc(OCc2nnc(SCC(=O)N3CCCc4ccccc43)n2-c2ccc(C)cc2)cc1	-2	-7%	-3	0.5	20%	1	1.9	-2%	-4%
Cc1nc2cc(NC(=O)N3c4ccccc4CC3C)ccc2o1 (centres undefined)	18	0%	2	-2.9	-27%[57.1 µM]	-2	-0.1	-7%[2.29 µM]	3%
COc1ccc2nc3sc(C(=O)Nc4ccccc4F)cc3cc2c1	x	-8%	2	0.2	10%	1	0.1	1%	0%
COc1cccc(OCC(=O)NNC(=O)Cc2cccs2)c1	3	-22%	-1	0.0	15%	-4	0.1	10%	-4%
CC(=O)Nc1ccc(-c2cn3cccnc3n2)cc1	3	1%	0	0.5	60%[activator]	2	-0.2	x	1%
C=CCc1c(C)nc(-c2ccccc2)nc1Nc1ccc(O)cc1	-16	-5%	-2	1.3	-3%	1	0.3	-16%	-1%
O=C(Nc1nnc(SCc2c(Cl)cccc2Cl)s1)c1cccc([N+](=O)[O-])c1	-10	-19%	-1	-0.5	16%[0.0914 µM]	-2	0.4	7%	8%
C=CC[C@@H](CC(=O)N[C@@H](CO)Cc1ccccc1)C(=O)N[C@H](COC(=O)[C@@H](CC=C)CC(=O)OC(C)(C)C)Cc1ccccc1	x	-17%	x	x	21%	-1	x	-1%	-3%
CCCOc1ccc(C(F)(F)F)cc1NC(=O)c1cc(C)on1	8	-2%	0	0.0	33%	6	0.1	24%	-5%
CC(C)(C)c1ccc(OCC(=O)NNC(=O)Cc2cccs2)cc1	24	-9%	-5	0.1	5%	0	-0.1	-1%	-3%
Cc1cccn2c(=O)cc(COc3ccc(NC(=O)c4cccc(F)c4)cc3)nc12	x	u	-3	0.7	5%[57.1 µM]	3	0.3	0%[57.1 µM]	3%
COc1ccc(NC(=O)CCS(=O)(=O)c2nc(-c3ccc4c(c3)OCO4)cc(C(F)(F)F)n2)c(OC)c1	x	-1%	-5	0.3	-24%	0	-0.3	-9%	-5%
CC(C)(C)c1ccc(C(=O)N/C(=C\c2cccs2)C(=O)N2CCOCC2)cc1	-6	-15%	-5	-3.1	32%[activator][57.1 µM]	-2	0.3	-14%[57.1 µM]	3%
[O-]/[N+](=C\c1ccncc1)c1ccc(Br)cc1	x	-7%	6	x	35µM*	15	0.5	-5%	9%
Cc1ccc(/C=C/c2onc(C)c2S(=O)(=O)N2CCC(C(=O)N3CCC(N(C)C(C)C)CC3)CC2)cc1	x	-1%	-8	0.9	16%[57.1 µM]	0	2.1	5%[57.1 µM]	-6%
CCOC(=O)N1CCN(C(=O)C2CCN(S(=O)(=O)c3cc(OC)ccc3OC)CC2)CC1	-14	-19%	3	-0.4	-3%[57.1 µM]	0	0.4	-2%[57.1 µM]	-6%

3 compounds already listed, ordered by their value in TRHR ag, high to low:
SMILES,TRHR ag
C/C(CCCO)=N/Nc1ccc([N+](=O)[O-])cc1[N+](=O)[O-],0.6
[O-]/[N+](=C\c1ccncc1)c1ccc(Br)cc1,0.5
CC(C)(C)c1ccc(OCC(=O)NNC(=O)Cc2cccs2)cc1,-0.1

Additional entries.
SMILES	D2 antagonist	USP1-UAF1 inh	TRHR PAM	D2 agonist	TrxR1 inh	PI4K2A inh	TRHR ag	TrxR1 substrate	mIDH1 inhibitor
CCOC(=O)c1c(NC(=O)C2C3CCC(O3)C2C(=O)O)sc2c1CCC(CC)C2 (centres undefined)	4	-13%	-12	-0.3	4%[57.1 µM]	2	-0.1	0%[57.1 µM]	4%
O=C(Cn1cc([N+](=O)[O-])cn1)NCc1ccccc1Cl	x	-10%	x	x	18%[57.1 µM]	-1	x	10%[57.1 µM]	2%
O=C(Cn1c(=O)n(-c2ccccc2)c(=O)c2c3c(sc21)CCCC3)Nc1ccc(F)cc1	x	u	-5	0.3	12%	3	0.8	-2%	-8%
CCCC(=O)C1=C(O)C(C(=O)OC)C(C)(C)CC1=Nc1cccc2ccccc12 (centres undefined)	-17	-23%	3	-0.3	6%	5	-0.4	2%	7%
CCCCn1c(N)c(N(CC(C)C)C(=O)CSCC(=O)Nc2ccc(OC)cc2)c(=O)[nH]c1=O	-26	-17%	-6	0.7	4%	3	-0.4	1%	2%
CCc1ccc(C2C(C#N)=C(N)N(N(C)C)C3=C2C(=O)CCC3)cc1 (centres undefined)	2	-10%	-1	1.1	14%	4	0.3	-2%	0%
Cc1ccc(CC(=O)N(C)CC(=O)Nc2ccc(N3CCOCC3)cc2)cc1C	7	0%	-1	-0.2	-19%	-7	-0.5	-7%	-3%
FC(F)(F)c1ccc(C2NCCc3sccc32)cc1 (centres undefined)	3	-22%	-1	-2.4	24%	2	-1.2	8%	9%
O=C(NCCCN1CCCC1=O)c1ccc(Cl)c(S(=O)(=O)N2CCCCC2)c1	16	-2%	-4	-0.6	21%	-1	-2.1	-1%	11%
Cc1noc(C)c1NC(=O)Nc1ccc2c(c1)C(=O)N([C@H](C)CO)C[C@H](C)[C@@H](CN(C)C(=O)Nc1ccc3c(c1)OCO3)O2	x	3%	x	x	4%[57.1 µM]	-3	x	6%[57.1 µM]	2%
CN(C)CCN(C(=O)c1cccc2ccccc12)c1nc2cc3c(cc2s1)OCO3	-7	-21%	-2	-0.2	-3%	-2	0.0	-5%	-19%
CCC(Cc1ccccc1)NC(=O)CCc1ccccc1 (centres undefined)	-4	3%	0	1.3	7%[57.1 µM]	2	0.2	5%[2.29 µM]	7%
O=[N+]([O-])c1ccc(CS(=O)(=O)c2ncn[nH]2)cc1	x	-9%	7	x	7%	-4	1.2	-3%[57.1 µM]	-7%
CCOc1ccc(NC(=O)CC2C(=O)N(C)C(=S)N2Cc2ccc3c(c2)OCO3)cc1 (centres undefined)	-12	-12%	3	0.6	7%	-19	-0.5	-3%	1%
C=C1c2ccc(C)cc2NC(=O)N1c1ccccc1	-2	-9%	11	-1.5	-11%	-4	0.1	16%	6%
COc1ccc(C)cc1Nc1nc2ccccc2c2nnc(C)n12	x	-14%	-6	x	9%	0	1.0	1%	-21%
